EPAC1 antag = antagonists of human EPAC1. O95398. EPAC1 GEF assay, Rap1b-BODIPY-GDP exchange fluorescence. Potency, µM (series often up to 115 µM), for the others: top-dose activity change, negative = inhibition, actives largely listed as inhibitors. 360,000 compounds, 0.14% hits. AID 720709;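 also: potency is read from the fitted curve at half-maximal effect; plate controls were vehicle for no effect and positive control for full effect; nearly all actives have a fitted effect of over 50% in size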
CCT modulator = changes cytosolic chaperonin activity; activity change, % (test concentration not listed), hits read low; 360,000 compounds, 0.3% hits; purified chaperonin ATPase assay, HTRF ADP detection, 30 min; AID 651819; in the data active = activity change below about -30%; also: % is scaled to controls: 0 for no effect and ±100 for the full control effect
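Enzyme 40 or 20 nM (batch-dependent) in Tris pH 7.4/KCl/MgCl2/DTT; cpd 76 uM single point; ATP 10 uM; 30 min 37 °C; Transcreener ADP HTRF detection, 30 min RT; ratio 665/615.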
PI5P4K alpha inh = inhibitors of human PI5P4K alpha; PI5P4Kalpha enzyme, ADP-Glo luminescence, 60 min; hits give low values; max response, %; 330,000 compounds, 1.2% hits; active = max response of -50% or lower; inconclusive = between -30% and -50%; inactive = -30% or higher; also: value at the top dose of about 77 µM; % is scaled to controls: 0 for no effect and ±100 for the full control effect
Target sequence (P48426 whole entry, looked up): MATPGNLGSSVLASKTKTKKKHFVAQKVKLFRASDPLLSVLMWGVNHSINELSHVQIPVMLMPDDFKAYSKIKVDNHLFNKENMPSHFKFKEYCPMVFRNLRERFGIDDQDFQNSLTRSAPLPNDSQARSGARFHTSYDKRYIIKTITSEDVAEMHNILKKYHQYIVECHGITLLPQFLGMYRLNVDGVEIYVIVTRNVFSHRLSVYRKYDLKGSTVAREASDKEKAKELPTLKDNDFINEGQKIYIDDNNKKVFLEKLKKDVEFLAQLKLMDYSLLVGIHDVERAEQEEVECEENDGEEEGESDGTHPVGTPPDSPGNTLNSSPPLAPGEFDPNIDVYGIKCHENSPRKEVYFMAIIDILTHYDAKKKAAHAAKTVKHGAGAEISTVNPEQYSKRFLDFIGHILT
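Luminescence from ADP-Glo served as readout of PI5P4Kalpha activity in a qHTS format. Reaction: enzyme, substrate, compound, ATP at 5 microM final, 60 min at RT.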
EPAC2 antag = antagonists of human EPAC2; Potency, µM (series often up to 114 µM), without a hit: at the highest dose activity, negative = inhibition, most hits filed as inhibitors; AID 720708; 360,000 compounds, 0.18% hits; EPAC2 GEF exchange of Rap1B-BODIPY-GDP, fluorescence; Q8WZA2; also: potency is read from the fitted curve at half-maximal effect; % is scaled to controls: 0 for no effect and ±100 for the full control effect; nearly all actives have a fitted effect of over 45% in size; many of its hits are not listed in these tables
PLK1 PBD inh = inhibitors of human PLK1 polo-box domain binding; P53350; Plk1 PBD binding of FITC phosphopeptide, fluorescence polarization; Potency, µM, for inactives: max response, negative = inhibition, hits mostly inhibitors; 360,000 compounds, 2.8% hits; also: potency is read from the fitted curve at half-maximal effect; series mostly up to about 57 µM; % is scaled to controls: 0 for no effect and ±100 for the full control effect; nearly all actives have a fitted effect of over 65% in size
Target sequence (P53350 whole entry, looked up, the tested form may be a part): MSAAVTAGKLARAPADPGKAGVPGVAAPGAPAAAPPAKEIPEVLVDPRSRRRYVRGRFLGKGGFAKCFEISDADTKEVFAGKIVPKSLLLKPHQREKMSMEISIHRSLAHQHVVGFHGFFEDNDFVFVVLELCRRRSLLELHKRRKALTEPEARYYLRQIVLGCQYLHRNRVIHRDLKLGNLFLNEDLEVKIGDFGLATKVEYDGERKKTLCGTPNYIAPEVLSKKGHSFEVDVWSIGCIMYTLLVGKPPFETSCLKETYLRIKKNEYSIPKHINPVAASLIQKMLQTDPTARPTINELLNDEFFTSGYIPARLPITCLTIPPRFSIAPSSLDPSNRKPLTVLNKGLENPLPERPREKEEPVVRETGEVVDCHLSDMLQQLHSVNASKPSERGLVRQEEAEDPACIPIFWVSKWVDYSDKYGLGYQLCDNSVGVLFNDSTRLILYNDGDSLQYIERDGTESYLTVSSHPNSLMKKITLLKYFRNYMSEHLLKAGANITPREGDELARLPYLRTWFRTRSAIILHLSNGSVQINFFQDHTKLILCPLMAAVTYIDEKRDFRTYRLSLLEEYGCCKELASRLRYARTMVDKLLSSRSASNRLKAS
EPAC1 agonist = activates human EPAC1 exchange factor; O95398; EPAC1 agonist qHTS, biochemical assay; response scale: 100% = response to 6.5 mM cAMP; Potency, µM (titrated, usually from 154 µM), for inactives: top-dose activation, actives largely listed as activators; 360,000 compounds, 0.073% hits; AID 720707; also: potency is read from the fitted curve at half-maximal effect; nearly all actives have a fitted effect of over 60% in size
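Compounds were pinned as a concentration titration into mixtures of EPAC1 (100 nM), BODIPY-GDP-loaded Rap1B (250 nM) and GDP (50 uM). After 5 min at room temperature, fluorescence was followed for 30 min; activity was scaled to 6.5 mM cAMP.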
WRN inhibitor = blocks human WRN helicase; Q14191; WRN helicase unwinding, fluorescent forked duplex, kinetic; Potency, µM (highest dose often 114 µM), without a hit: at the top dose activity change, negative = inhibition, usual class: inhibitors; 360,000 compounds, 0.46% hits; also: potency is read from the fitted curve at half-maximal effect; % is scaled to controls: 0 for no effect and ±100 for the full control effect; nearly all actives have a fitted effect of over 55% in size
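WRN at 20 nM final was preincubated with compound for 15 min at room temperature; reaction started with 100 nM forked duplex oligonucleotide carrying fluorophore and quencher plus 2 mM ATP (final). Unwinding followed kinetically by red fluorescence (ex 525/em 598 nm).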
Mm-Cpn inhibitor = M. maripaludis TRiC chaperonin inhibition; 330,000 compounds, 0.031% hits; purified Mm-Cpn ATPase, ADP Transcreener TR-FRET; Potency, µM (series often up to 76.9 µM), for the others: at the top dose activity, negative = inhibition, hits mostly inhibitors; also: potency is read from the fitted curve at half-maximal effect; % is scaled to controls: 0 for no effect and ±100 for the full control effect; nearly all actives have a fitted effect of over 80% in size
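ATP (10 uM final) was added to archaeal chaperonin (25 nM final) after 10 min exposure to test compound at 37°C; after 30 min further incubation, ADP was detected by competitive TR-FRET.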
The depositor's hits bear a star; u = inconclusive; x = not tested or not shown; [ ] = another dose, or the depositor's remark. Unless noted, calls follow the shape of the dose curve; as a rule, active = well fitted curve in the direction sought with a large enough effect; inconclusive = small, poorly fitted or top-dose-only effect, or another doubt; inactive = no such curve, though single readings can be large; an effect the other way counts as inactive or inconclusive. The list is partial, so the mix of outcomes need not match the whole.

SMILES	EPAC1 antag	CCT modulator	PI5P4K alpha inh	EPAC2 antag	PLK1 PBD inh	EPAC1 agonist	WRN inhibitor	Mm-Cpn inhibitor
COCCN(Cc1ccccc1)C(=O)c1ccc(C(=O)c2ccccc2)cc1	-4.6%	2.9	7.8	u	-6.2%	5.8%	-4.7%	-14.1%
CC1CCCC(NC(=O)c2cccc(S(=O)(=O)N3CCCCC3)c2)C1C (stereo not given)	2.4%	0.2	-0.7	-8.1%	7.9%	9.6%	6.1%	-2.7%
Cc1ccc(C(=O)COc2ncnc3cc(Cl)ccc23)cc1	2.4%	2.4	0.4	1.1%	4.8%	-6.0%	7.4%	-19.4%
CCOC(=O)C1=C(C)Nc2ccccc2S1	23.9%	1.2	-15.1	3.2%	u	-2.3%	-1.6%	-1.8%
COc1ccc(NC(=O)CCn2nnc(-c3ccc(C)cc3)n2)cc1OC	-11.3%	0.5	4.5	-4.4%	-7.4%	1.2%	-7.0%	-0.9%
CCCc1c(C)nc2scc(-c3ccc(Cl)cc3)n2c1=O	4.5%	-1.9	-0.3	5.1%	-4.9%	1.9%	2.7%	x
COc1cc(C(=O)OCC(=O)NCc2ccc(F)cc2)ccc1OCC(C)C	5.8%	2.7	0.9	17.7%	2.0%	-6.4%	-10.9%	0.1%
CCOC(=O)C1(CCCc2ccccc2)CCN(Cc2cnn(C)c2)CC1	-14.4%	-1.5	3.6	2.7%	-0.6%	3.0%	11.1%	3.1%
Cc1ccccc1CS(=O)(=O)c1ccc(C(=O)N2CCC(C)CC2)cc1[N+](=O)[O-]	-16.4%	-3.1	2.2	-2.0%	-3.7%	4.4%	-5.8%	u
CCOC(=O)NC1(C(F)(F)F)C(=O)N(Cc2ccccn2)C2=C1C(=O)CC(C)(C)C2 (stereo not given)	-13.8%	-1.9	1.7	-3.6%	0.1%	6.1%	-7.9%	-0.6%
COc1ccc(C2c3ccsc3CCN2C(=O)NC(C)(C)C)cc1 (stereo not given)	-3.4%	0.0	1.1	-1.2%	-6.7%	-1.3%	-2.9%	-0.2%
CN1CCN(CCc2nc3cc(NC(=O)COc4ccc(Cl)cc4)ccc3n2C)CC1	-9.6%	-1.1	-1.5	0.5%	-5.5%	-11.0%	-1.8%	-0.9%
CCOC(=O)C(CC)Sc1ccc2nnc(CCNS(=O)(=O)c3ccccc3)n2n1 (stereo not given)	-7.8%	-1.5	0.2	3.1%	2.5%	3.4%	1.9%	2.7%
OCC[C@H]1C[C@@H](O)[C@H](O)[C@]2(OCc3ccccc32)O1	-3.2%	2.4	8.7	-1.4%	-8.1%	3.5%	-1.1%	1.2%
COc1ccc(CNC(=O)c2ccc(CNc3c(NC4CCCCC4)c(=O)c3=O)cc2)cc1	-18.0%	0.1	0.5	6.3%	4.9%	-7.3%	-8.7%	1.1%
CCCN(CC(=O)c1cc(C)n(C)c1C)S(=O)(=O)c1cccc(C(F)(F)F)c1	u	-0.3	1.1	-21.8%	-5.4%	-19.6%	-23.6%[57.1 µM]	-3.4%
COc1cc2c(cc1OC)CN(C(=S)Nc1ccccc1Cl)CC2	-16.1%	-2.1	-0.7	-1.1%	-27.2%	13.0%	-5.0%	1.8%
CCN(CCNCC(O)COCc1ccc(Cl)cc1)c1cccc(C)c1 (stereo not given)	-18.0%	0.0	62.7	-4.1%	-18.0%	10.0%	-18.4%	-2.6%
O=c1cc(O)n(-c2ccccc2F)c(=S)[nH]1	10.2%	1.6	x	-2.3%	2.4%	13.2%	-33.3%	-2.0%
Cn1cccc1C(=O)NCC1CCCCC1	-8.4%	-2.2	-1.2	5.4%	-17.4%	4.5%	7.3%	1.2%
CC(=O)NCCc1csc(-c2ccccc2)n1	-2.3%	-0.6	x	-0.8%	-6.9%	11.5%	0.8%	1.6%
Cc1noc(C)c1C(=O)N1CCN(c2cccc(Cl)c2)CC1	-14.9%	-2.7	-5.5	-12.0%	-4.8%	8.2%	3.2%	0.6%
COc1ccc(NC(=O)CCC(=O)c2cccs2)cc1S(=O)(=O)Nc1ccc(Cl)cc1	8.9%	-2.0	-1.5	-6.5%	1.1%	-7.0%	u	-4.7%
O=C(CN1CCCC1)Nc1ccc([N+](=O)[O-])cc1Cl	-4.7%	-0.5	-1.7	5.9%	5.3%	1.9%	-2.3%[57.1 µM]	-0.4%
CC(Oc1ccc(Br)cc1)C(=O)Nc1ccc(S(=O)(=O)NC2=NCCCCC2)cc1 (stereo not given)	7.8%	1.3	1.2	10.5%	-0.7%	12.8%	-2.2%	x
COc1ccc(C(=O)NCCSC2CCCCC2)cc1	-9.6%	0.3	2.9	-12.0%	-13.9%	1.5%	u	3.9%
CC(c1ccccc1)n1c(-c2ccc(Cl)cc2)n[nH]c1=S (stereo not given)	0.0%	-2.8	-3.7	-7.8%	-9.0%	0.5%	2.4%	1.5%
CCCC(C)C(=O)Nc1ccc2c(c1)OCCO2 (stereo not given)	11.1%	-1.1	5.4	12.6%	1.2%	-3.7%	-5.7%	1.2%
Cc1nc(C(=O)Nc2ccccc2)sc1C(=O)Nc1ccccc1	-23.1%	-1.2	-24.7	-7.8%	26.7µM*	7.1%	-14.8%	-2.1%
CNC(=O)CS(=O)CC(=O)Nc1cc(OC(C)C)c(Cl)cc1Cl (stereo not given)	5.4%	1.7	0.7	15.0%	-1.1%	-2.9%	-15.3%	1.5%

Part of the list above, with values under each structure.
Second line of a record – EPAC1 antag, CCT modulator, PI5P4K alpha inh, EPAC2 antag, PLK1 PBD inh, EPAC1 agonist, WRN inhibitor, Mm-Cpn inhibitor
> Cc1noc(C)c1C(=O)N1CCN(c2cccc(Cl)c2)CC1
 : -14.9%, -2.7, -5.5, -12.0%, -4.8%, 8.2%, 3.2%, 0.6%
> COc1ccc(NC(=O)CCC(=O)c2cccs2)cc1S(=O)(=O)Nc1ccc(Cl)cc1
 : 8.9%, -2.0, -1.5, -6.5%, 1.1%, -7.0%, u, -4.7%
> O=C(CN1CCCC1)Nc1ccc([N+](=O)[O-])cc1Cl
 : -4.7%, -0.5, -1.7, 5.9%, 5.3%, 1.9%, -2.3%[57.1 µM], -0.4%

(list continues)
SMILES	EPAC1 antag	CCT modulator	PI5P4K alpha inh	EPAC2 antag	PLK1 PBD inh	EPAC1 agonist	WRN inhibitor	Mm-Cpn inhibitor
O=C(COc1ccc2c(c1)CCC2)N1CCc2ccccc21	-7.9%	-0.1	u	-1.6%	3.77µM*	14.4%	-3.0%	2.9%
CSCCC(NC(=O)c1ccccc1Br)C(=O)Nc1ccc(C)cc1 (stereo not given)	0.5%	1.2	-1.6	9.2%	1.5%	0.1%	4.4%	4.4%
CCN(CC)C(=O)CSCc1cnn(-c2ccccc2)c1-n1cccc1	-3.9%	-1.4	-1.7	0.3%	-7.7%	-4.5%	3.6%	1.0%
CCCCOc1ccc(C2OC34CCCCC3C(C#N)(C#N)C2(C#N)C(=N)O4)cc1 (stereo not given)	14.7%	-0.5	-25.4	24.8%	21.2µM*	15.1%	u	-0.1%
COCCn1c(=NC(=O)CCS(=O)(=O)c2ccccc2)sc2cc(C(=O)OC)ccc21	-12.3%	-1.4	5.8	-3.1%	1.0%	6.0%	2.5%	1.1%
CCOC(=O)c1c(C)[nH]c(C)c1C(=O)COC(=O)/C=C/c1cccc(F)c1	5.0%	-2.0	-4.5	-7.4%	-1.5%	7.7%	-5.8%	-0.1%
Cc1ccc(OCC(=O)N2CCN(C(=O)c3cccs3)CC2)cc1	4.1%	0.6	6.2	10.3%	-0.5%	-5.5%	0.9%	1.6%
CCOC(=O)CCC(=O)NNC(=O)c1ccc(NC(=O)c2ccccc2)cc1	u	1.7	-26.9	7.9%	29.9µM*	2.3%	-6.5%	-7.6%
CCN(CC(=O)Nc1c(F)cccc1F)C(=O)c1cccc(S(=O)(=O)N2CCc3ccccc3C2)c1	-6.6%	-0.2	-6.5	-2.7%	2.3%	-4.1%	-2.3%	-0.4%
O=C(c1cc(F)ccc1F)C1CCCN(C(=O)CCN2CCCCO2)C1 (stereo not given)	16.5%	0.5	-10.4	-0.7%	u	7.3%	1.8%	1.0%
O=C(CCN1C(=O)C2C3CCC(C3)C2C1=O)Nc1ccc(F)cc1 (stereo not given)	-7.0%	-0.7	3.5	-5.7%	-5.1%	-7.7%	-4.5%	1.0%
CCOc1ccc(NS(=O)(=O)c2ccc(C(=O)NC3CCN(Cc4ccccc4)CC3)cc2)cc1	-9.8%	1.7	5.5	5.3%	-5.2%	3.1%	4.9%	0.2%
CCOc1cc2c(cc1OCC)C(c1ccc(O)c(OC)c1)NCC2 (stereo not given)	8.6%	-1.1	0.6	12.4%	-1.8%	-18.1%	-1.7%	x
Cc1ccc(S(=O)(=O)c2nnn(-c3cccc(F)c3)c2N)cc1	3.1%	2.7	-2.7	-3.1%	-2.6%	-8.0%	-1.2%	0.8%
CNC(=O)CN1C(=O)C2C3C=CC(C3)C2C1=O (stereo not given)	18.1%	-0.4	x	7.2%	-2.6%	5.3%	7.5%	0.7%
CSc1nnc(CCNS(=O)(=O)c2ccc(Br)cc2)n1C	7.7%	-0.6	-6.2	-0.5%	-8.1%	-8.6%	-0.8%	0.3%
Cc1cc(NC(=O)Cc2cc(F)cc(F)c2)no1	-12.7%	0.6	2.8	-1.0%	-4.6%	7.8%	-4.2%[57.1 µM]	0.7%
O=C(NCC1COc2ccccc2O1)c1ccc(F)c(S(=O)(=O)N2CCOCC2)c1 (stereo not given)	6.0%	0.2	3.4	6.7%	-1.6%	6.1%	12.2%	2.8%
CC(C)C1C(=O)N(Cc2cn(CC3CCCCC3)nn2)CCS(=O)(=O)N1Cc1ccc(-c2cccc(CO)c2)cc1 (stereo not given)	1.5%	-3.1	1.0	-6.5%	-2.0%	-0.2%	-3.0%	x
C=C(C)Cn1c(CCCNC(=O)C(C)(C)C)nc2ccccc21	1.4%	-0.2	0.5	10.0%	-1.4%	-14.0%	9.7%	-11.5%
COc1cc2c(cc1OC)CN(C(=O)c1cc(=O)c3ccccc3o1)CC2	-19.2%	-6.7	-18.4	-0.2%	0.7%	1.1%	-2.3%	0.2%
Nc1sc2c(c1C(=O)NC1CC1)CCCC2	14.6%	0.2	u	5.2%	18.9µM*	9.6%	10.6%	-2.9%
Cn1cnnc1SCC(=O)N1CCC(Cc2ccccc2)CC1	12.2%	-1.0	2.9	-7.6%[57.1 µM]	-4.8%	-0.2%	-3.6%	-0.5%
O=C(N=Nc1c(O)[nH]c2ccc(Br)cc12)c1ccccc1-n1cccc1	-14.8%	-2.8	x	-5.8%	0.6%	10.5%	-12.0%	-0.2%
CCCn1c(N)c(N2CCCCC2)c(=O)n(CC(=O)Nc2ccccc2C(F)(F)F)c1=O	-9.4%	-0.5	2.5	-7.3%	-7.6%	4.6%	-20.9%	2.5%

Assay outcomes as filed in PubChem.
